mcGAS RapidFire = mouse cGAS inhibition by mass spec | inhibition, % at 12.5 µM | recombinant mouse cGAS, cGAMP by RapidFire MS | AID 1259397 | 0.18% of 130,000 active;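 active = inhibition of cGAS enzyme activity at or above 60%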;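 note: enzyme stimulated by 45 bp dsDNA with ATP and GTP substrates; cGAMP share of summed cGAMP plus half ATP and half GTP signals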
Target sequence (Q8C6L5 whole entry, looked up): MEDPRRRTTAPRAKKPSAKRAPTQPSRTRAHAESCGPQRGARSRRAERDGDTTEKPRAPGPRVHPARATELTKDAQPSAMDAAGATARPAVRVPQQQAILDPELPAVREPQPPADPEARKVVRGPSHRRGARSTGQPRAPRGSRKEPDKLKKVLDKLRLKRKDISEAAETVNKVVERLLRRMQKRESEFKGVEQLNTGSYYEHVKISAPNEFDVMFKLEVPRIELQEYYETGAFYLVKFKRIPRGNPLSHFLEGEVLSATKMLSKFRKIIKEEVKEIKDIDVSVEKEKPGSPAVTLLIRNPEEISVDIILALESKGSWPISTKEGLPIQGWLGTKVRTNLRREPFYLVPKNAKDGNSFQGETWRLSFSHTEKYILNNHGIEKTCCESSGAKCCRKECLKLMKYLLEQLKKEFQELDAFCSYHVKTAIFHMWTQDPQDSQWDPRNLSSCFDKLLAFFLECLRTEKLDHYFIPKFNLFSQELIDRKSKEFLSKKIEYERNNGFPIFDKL
* = called active by the depositor; & = joins results of further samples.

SMILES	mcGAS RapidFire
CCC1CN(C(=O)c2cc(-c3cnn(C)c3)nc3c(C)c(C)ccc23)CCO1 (stereo not drawn)	5
O=C(Nc1cccc(-c2ccc(F)cc2)c1)C1CCCN(C2CCSCC2)C1 (stereo not drawn)	-4
CCc1ccc(-n2c(C)cn3c4c(=O)n(C(C)C(=O)OC)c(=O)n(C)c4nc23)cc1 (stereo not drawn)	-6
CN1CCN(c2nc3nonc3nc2N2CCCCC2)CC1c1ccccc1 (stereo not drawn)	5
Cc1nc2sccn2c1C=C(C#N)c1nc2ccccc2s1	-4
COc1ccc(-c2nccn2-c2cccc(CO)c2)c(Cl)c1OC	-18
Cc1cn(CC(=O)N(Cc2ccsc2)CC(C)C)c(=O)[nH]c1=O	-8
O=c1[nH]c(COc2ccc(F)cc2)nc2sc3c(c12)CCC3	-11
O=C(O)[C@H]1[C@H]2O[C@H](C[C@@H]2c2ccccc2)[C@H]1C(=O)O	-9
COCCn1cc(NC(=O)C2(C)CC2(Cl)Cl)ccc1=O (stereo not drawn)	-5
CCN(CC)C(=O)c1sc(NC(=O)C2CC2c2ccccc2)c(C#N)c1C (stereo not drawn)	-8
CSc1ccc(CN2CCC2(C)C(=O)Nc2ccc3c(c2)OCCO3)cc1 (stereo not drawn)	-6
FC(F)(F)c1ccc(N2CCN(c3nccs3)CC2)nc1	17
O=C(NCc1cccnc1N1CCOCC1)c1ccc(C2CCCN2)s1 (stereo not drawn)	-18
CCOCC1CCN(C(=O)Nc2ccc3c(c2)CCCN3C)C1 (stereo not drawn)	-6
CC(C)Cc1cc(C(=O)N(Cc2ccccn2)CC2CCCO2)n(C)n1 (stereo not drawn)	-5
Cc1nc(=O)[nH]c(C)c1CCC(=O)N1CCc2c(ncnc2N(C)C)C1	-31
Cc1cc(C(=O)Cn2cc(C(F)(F)F)ccc2=O)c(C)n1C1CC1	-4
COc1cc(=O)n(-c2ccccc2C)nc1C(=O)Nc1ccc(C)c(C)c1	-30
COc1ccc(N2CCN(C(=O)C3CC=CCC3C(=O)NCCNc3cccc4ccccc34)CC2)cc1 (stereo not drawn)	0
CCN1CCN(C(=O)c2ccc(Cn3ccsc3=NC(=O)c3ccc(OC)c(OC)c3)o2)CC1	-8
CC1CCCCC1NC(=O)CON=C(N)CN1CCOC(C)(C)C1 (stereo not drawn)	2
COc1cccc2ccc(CN(C)Cc3cc(-c4ccccc4)no3)nc12	1
CC1(C(=O)NS(=O)(=O)c2ccccc2Cl)CCN1C(=O)c1ccccc1 (stereo not drawn)	3
CC(C)CC(CN(C)C)NC(=O)c1cnc(C2CC2)s1 (stereo not drawn)	-33
COc1ccc(COc2ccc(N(C)C(N)=O)cc2)c(Cl)c1	-9
CCCCNC(=O)C1(C)CCCCN1CC(=O)c1ccc(OC)cc1 (stereo not drawn)	-4
Cc1cn2cc(CNC(=O)CCCn3nnnc3CN3CCC(C)CC3)nc2s1	0
COCCNC(=O)Cn1nc(C2CC2)c2cnn(-c3cccc(Cl)c3)c2c1=O	-6
Cc1cccc(N2CCn3c2nc2c3c(=O)[nH]c(=O)n2C)c1C	-8
Cc1cccc(CN2CCC(CO)(Cc3ccccc3)CC2)c1	-3
OC(CNC12CC3CC(CC(C3)C1)C2)COc1ccc(Cl)cc1Cl (stereo not drawn)	-37
COc1ccc(C)cc1CNc1ccc(C(N)=O)c(C)c1	-29
Cc1cc(COc2ccccc2)oc1C(=O)N1CCCC(O)(CO)CC1 (stereo not drawn)	0
Brc1cccc(N2CCC(CNc3ncccn3)C2)c1 (stereo not drawn)	8
Cc1cc(N)nc(SCC(=O)Nc2cccc(Br)c2)n1	-8
OCC1CCN(c2nnc(-c3cc(Cl)cc(Cl)c3)s2)CC1	3&12
O=C(Nn1cnc2ccccc2c1=O)C1CC(=O)N(CCc2ccccc2)C1 (stereo not drawn)	-2
CCn1nc(C)cc1C(=O)N1CCCC(Nc2ccc(C(C)C)cc2)C1 (stereo not drawn)	4
c1ccc(CCC2CCCCN2Cc2cn[nH]c2-c2cc3ccccc3o2)nc1 (stereo not drawn)	-4
O=S(=O)(Nc1ccc(-n2cnnn2)cc1)c1cccc(F)c1	-1
COc1ccccc1CC(=O)N1CCC(c2cc3ccccc3[nH]2)CC1	-1
O=C(OCc1nnc(-c2cccs2)o1)c1cc2c(s1)CCC2	-1
O=C(CN1C(=O)NC2(CCCC2)C1=O)N1CCN(S(=O)(=O)c2cccs2)CC1	-12
NC(=O)c1cnc2n1CCN(C(=O)c1csc(-c3cccs3)n1)C2	-7
O=C(NC1CCS(=O)(=O)C1)c1ccc(I)cc1 (stereo not drawn)	-4
COc1ccc(S(=O)(=O)N(C)Cc2nc(N)nc(N(C)C)n2)cc1	3
CCN(CC)S(=O)(=O)c1c(C)nn(S(=O)(=O)c2ccc(Cl)cc2)c1C	-6
FC(F)Oc1ccc(-c2csc(=Nc3cccnc3)n2N=Cc2ccc3c(c2)OCO3)cc1	-3
Cn1cc(C2CC2C(=O)N2CCN(C3CCCC3O)CC2)cn1 (stereo not drawn)	-7
Oc1ccc(-c2csc(=NCC(F)(F)F)n2N=C2CCCCC2)c(O)c1	13
c1ccc(Cn2cccn2)c(CN2CCC(N3CCSCC3)CC2)c1	-18
Cc1c2cnnc(Sc3ccc(Cl)cc3)c2c(C)n1C	-10
CCCc1cc(C(=O)N2CCCC(N3CCN(Cc4ccc5c(c4)OCO5)CC3)C2)no1 (stereo not drawn)	-12&-1
CCOC(=O)C1(C/C=C/c2ccccc2)CCCN(C(=O)CSc2nnc(C)s2)C1 (stereo not drawn)	-6
CSc1ccccc1OCc1cc(C(=O)NCCN2CCCC(O)C2)no1 (stereo not drawn)	-7
Cc1nn(-c2ccccc2)c(C)c1CC(=O)N(C)Cc1ncc[nH]1	-25
CN(C)C[C@@H]1CCN(c2nccc(C3CCCC3)n2)C[C@H]1O	-2
CC(Sc1ncn[nH]1)C(=O)Nc1ccccc1C#N (stereo not drawn)	3
CCn1cc(NC(=O)Nc2ccc(OC)c(OC)c2)c2ccccc21	-6

Filtered by structure, the entries above containing a furan ring, fused or not (3)
SMILES	mcGAS RapidFire
CCN1CCN(C(=O)c2ccc(Cn3ccsc3=NC(=O)c3ccc(OC)c(OC)c3)o2)CC1	-8
Cc1cc(COc2ccccc2)oc1C(=O)N1CCCC(O)(CO)CC1 (stereo not drawn)	0
c1ccc(CCC2CCCCN2Cc2cn[nH]c2-c2cc3ccccc3o2)nc1 (stereo not drawn)	-4

Going on with the list.
SMILES	mcGAS RapidFire
O=C(Nc1ccccc1)c1cnc(N2CCN(CCc3ccccc3)C2=O)o1	-4
COCC(c1ccccn1)N(C)Cc1cnc2c(-c3ccccc3)cnn2c1 (stereo not drawn)	-8&9
c1ccc2c(Cc3nn4cnnc4s3)cccc2c1	-8
CCc1nc(C)cc(-c2cccc3cccnc23)n1	-34
O=S(=O)(NCc1ccc(-n2cncn2)cc1)c1ccc(C(F)(F)F)cc1	-33
Cn1c(=O)c2c(nc(SCCN3CCOCC3)n2Cc2ccccc2Cl)n(C)c1=O	-6
C[C@]12C=CC(=O)C=C1CCC1C2[C@@H](O)C[C@@]2(C)C1CC[C@]2(O)C(=O)COC(=O)CCC(=O)O (stereo partly drawn)	-7
COc1ccccc1-n1ncc2c(C)n[nH]c(=O)c21	-9
COCCN1C(=O)C(=Cc2ccc(C(=O)OC)cc2)SC1=S	-15
CC(=O)c1cc(CN2CCC(CCC(=O)N3CCN(c4ccccc4)CC3)CC2)cs1	-13
COC(=O)C1C2CCC(C2)C1NC(=O)Nc1nccs1 (stereo not drawn)	-4
Cc1cc(C)nc(N=C(NC(=O)c2ccccc2)Nc2ccc(C(C)C)cc2)n1	-6
CC1CN(C(=O)COC(=O)CCc2ccc(C#N)cc2)CC(C)O1 (stereo not drawn)	-6
CCn1cnnc1CCNC1CSCCSC1	-12
Cc1nc(Cl)cc(-c2ccccc2)n1	4
Nc1ncc(CN2CCN(c3cc(N4CCCCC4)ncn3)CC2)cn1	-12
CC(C)CN1CC(C(=O)NC2CCc3ccccc32)CC1=O (stereo not drawn)	-16
O=c1[nH]c(C(F)(F)F)nc2nc[nH]c12	-3
Cn1nnc2c(Nc3cccc4ccccc34)ncnc21	-6
COc1ccc(N(CC(F)(F)F)C(=O)CCl)cc1	-12
N#CC1C(=N)Oc2n[nH]c(-c3cccs3)c2C1c1ccco1 (stereo not drawn)	4
COc1cccc(N2CC(CNC(=O)NC(c3ccccc3)c3ccccc3)OC2=O)c1 (stereo not drawn)	-8
CCCC(=O)N1CCC1(C)C(=O)Nc1cccc2cccnc12 (stereo not drawn)	-11
Cc1ccc(C(=O)NCC(=O)N2CCCCCC2c2ccncc2)s1 (stereo not drawn)	-22
CC(=O)Nc1ccc(SCC(=O)Nc2ccc(C)c(Cl)c2)nn1	6
Cc1ccc(C(=O)N2CC(=O)Nc3ccc(F)cc3C2c2ccc(F)cc2)cc1[N+](=O)[O-] (stereo not drawn)	-9
O=c1c2c(nc3c(-c4ccccc4)c(Cc4ccccc4)[nH]n13)CCC2	-1
COCCn1c(=NC(=O)c2ccc(S(C)(=O)=O)cc2)sc2cccc(F)c21	-10
Cc1ccccc1C(CC(=O)N1CCc2[nH]ncc2C1)c1ccccc1 (stereo not drawn)	4
CCn1c(C)nc2cc(S(=O)(=O)C(F)(F)F)ccc21	-1
Cc1oc(C)c(C(=O)NC2COc3ccccc3C2)c1C (stereo not drawn)	-11
O=C(CN1C(=O)SC(=Cc2cccs2)C1=O)NC1CCCCCC1	-4
Cc1cc(C)n(CC(C)NCC2(c3cccc(F)c3)CCOCC2)n1 (stereo not drawn)	-12
O=C(CN1CCN(c2ccnc3cc(Cl)ccc23)CC1)NC1CC1	-5
CCC(=O)N1N=C(c2ccccc2O)CC1c1ccco1 (stereo not drawn)	-13
O=C(C1=COCCO1)N(CCN1CCOCC1)c1nc2ccc(F)cc2s1	-4
Cc1c(C(=O)NCc2ccccc2C(F)(F)F)sc(=O)n1Cc1ccc(S(=O)(=O)N(C)C)cc1	1
COc1ccc(N=C(C)c2c(C(F)(F)F)[nH]n(-c3nc4ccccc4s3)c2=O)cc1	11
CC(C)C(=O)Nc1ccc(C(=O)Nc2sccc2C#N)cc1	-12
Nc1nnc(SCC(=O)N2CCCC2)s1	-37
CN1CCC2(CCCN(C(=O)c3ccc4nc[nH]c4c3)CC2)CC1	0
CNC(=O)c1cccc(NCC(=O)NCCc2ccc(OC)c(OC)c2)c1	-6
COc1cc(CNC(=O)CCCC/C=C/C(C)C)ccc1O	-12
Cc1ccc(CNC2CCN(S(C)(=O)=O)CC2)cc1C	-7
Cc1noc(C(C)C)c1C(=O)OCc1ccc(C#N)cc1F	-22
CC(OC(=O)c1n[nH]c2ccccc12)C(=O)c1ccc(F)cc1 (stereo not drawn)	0
Cn1c(=S)ccc2ccccc21	-2
Cc1csc(=O)n1CCC(=O)N1CCC(NS(=O)(=O)c2ccc(F)cc2)CC1	-6

Exported with values ahead of the structure: 5 of the compounds above
mcGAS RapidFire | molecule
4 | CCn1nc(C)cc1C(=O)N1CCCC(Nc2ccc(C(C)C)cc2)C1 (stereo not drawn)
3 | CC(Sc1ncn[nH]1)C(=O)Nc1ccccc1C#N (stereo not drawn)
-18 | COc1ccc(-c2nccn2-c2cccc(CO)c2)c(Cl)c1OC
-8 | CCN1CCN(C(=O)c2ccc(Cn3ccsc3=NC(=O)c3ccc(OC)c(OC)c3)o2)CC1
8 | Brc1cccc(N2CCC(CNc3ncccn3)C2)c1 (stereo not drawn)

The results go on.
SMILES	mcGAS RapidFire
CCC(=O)Nc1ccc(C(C)NC(=O)N2CC3CC=CCC3C2)cc1 (stereo not drawn)	4
Nc1nccnc1C(=O)N(CCc1cccc(F)c1)C1CCCC1	-1
O=S1(=O)CCC(S(=O)(=O)Nc2ccccc2)C1 (stereo not drawn)	3
CCCN(Cc1cc(=O)n(C)c(=O)n1C)C(C)c1ccccc1Br (stereo not drawn)	-4
Cc1ncc(CN2CCOC3(COCCN(C(=O)C(C)C)C3)C2)n1C (stereo not drawn)	-10
CC1(C)C2OCCCC2C1OC(=O)c1nccc2ccccc12 (stereo not drawn)	-24
CN(Cc1ccc(Cl)cc1)C(=O)CSc1nc(N)nc(N)n1	-32
CC1CCC2(CC1)NC(=O)N(NC(=O)CN(C)Cc1ccccc1)C2=O (stereo not drawn)	-4
CC1CCCN(C(=O)c2ccc(OC3CCN(S(C)(=O)=O)CC3)c(Cl)c2)C1 (stereo not drawn)	-6
CCc1nc(SCC(=O)N2CCCN(Cc3ccncc3)CC2)n[nH]1	-6
CCn1c(C)cc(C(=O)CN2C(=O)NC3(CCC(C)CC3)C2=O)c1C (stereo not drawn)	-2
CN1CCN(Cc2cc(F)ccc2-n2cccn2)CC1CCO (stereo not drawn)	-9
CN1CCc2nc3sc(C(=O)NCc4ccc(F)cc4)c(N)c3cc2C1	2
CC1(c2nc(C3CCCCCC3)no2)CCNC1 (stereo not drawn)	-3
CN(Cc1ccoc1)C(=O)c1cccc(NCc2cccs2)c1	-13
CN(Cc1nc2ccccc2c(=O)[nH]1)C(=O)Cc1csc(-c2ccccn2)n1	0
Cc1cccc(NC(=S)N(C)C2CCS(=O)(=O)C2)c1C (stereo not drawn)	0
CC(C)C(=O)N1CCN(S(=O)(=O)c2ccc(CCC(=O)O)cc2)CC1	12
CN(CC(=O)Nc1ccc(Cl)cc1F)C1CCS(=O)(=O)C1 (stereo not drawn)	-6
COc1cc(O)ccc1-c1nccn1-c1ccc(OC(F)F)cc1	-20
CC/C=C\CC[C@H]1N[C@](CO)(c2ccccc2)[C@H]2CN(C)C[C@@H]12	5
Cc1ccc(C(C)(C)CC(=O)N2CCN(CC(=O)N3CCCC3)CC2)cc1	-1

Three structures from above, sorted by heavy-atom count, ascending.
SMILES	mcGAS RapidFire
CCCC(=O)N1CCC1(C)C(=O)Nc1cccc2cccnc12 (stereo not drawn)	-11
CC1CCC2(CC1)NC(=O)N(NC(=O)CN(C)Cc1ccccc1)C2=O (stereo not drawn)	-4
Cc1ccc(C(=O)N2CC(=O)Nc3ccc(F)cc3C2c2ccc(F)cc2)cc1[N+](=O)[O-] (stereo not drawn)	-9

From PubChem

These rows are one share of the data; count on the stated rates, not on these rows.
